PrPC surface inh: inhibitors of human cell surface prion protein PrPC, primary screen, cell-based, TR-FRET; Major prion protein (Homo sapiens), P04156; TR-FRET read-out; inhibition, % at 13.8 µM; 0.43% of 370,000 active; AID 720596, 2013; in the data active = inhibition above about 24%; also: 0% = median of the test wells and 100% = reference compound wells
BoNT-A LC inh2: BoNT/A light chain protease inhibitors, primary screen, biochemical, flow cytometry, MLPCN library | Botulinum neurotoxin type A light chain protease (Clostridium botulinum A str. ATCC 3502) | multiplex microsphere protease substrate cleavage | inhibition, % at 10 µM | 0.17% of 360,000 active | AID 588499, 2011; also: plate controls were buffer without enzyme for full effect and enzyme alone for no effect
MazF activator: activators of E. coli MazEF toxin-antitoxin RNase, primary screen, biochemical, fluorescence, uHTS. 0.32% of 350,000 active. Endoribonuclease toxin MazF (Escherichia coli (strain K12)), P0AE70. FAM/BHQ RNA-DNA oligo cleavage fluorescence, 5 h. AID 504720, 2011. activation, % at 20 µM; in the data active = activation above about 50%
Target sequence (P0AE70 whole entry, looked up): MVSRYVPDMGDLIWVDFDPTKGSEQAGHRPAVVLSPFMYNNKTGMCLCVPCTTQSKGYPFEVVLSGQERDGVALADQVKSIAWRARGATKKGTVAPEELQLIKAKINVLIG
PriA SSB inh: inhibitors of Klebsiella pneumoniae PriA binding to SSB C-terminal tail, primary screen, biochemical, AlphaScreen. inhibition, % at 33 µM. 0.6% of 430,000 active. AlphaScreen SSBct-PriA binding, biotinylated peptide. PriA–SSB C-terminal tail interaction (Klebsiella pneumoniae); in the data active = inhibition mostly above about 37%, no sharp cut-off; inactive = mostly below about 20%;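 also: plate controls were negative control peptide for no effect and reference peptide for full effect; strong numbers were not always called active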
DUSP3 inh: VHR1 phosphatase inhibitors, primary screen, biochemical, absorbance, uHTS | recombinant VHR phosphatase, pNPP absorbance | inhibition, % at 13.3 µM | 0.52% of 290,000 active | AID 1654, 2009; in the data active = inhibition above about 50%; also: some compounds called inactive have numbers as strong as hits
Target sequence (P51452 whole entry, looked up): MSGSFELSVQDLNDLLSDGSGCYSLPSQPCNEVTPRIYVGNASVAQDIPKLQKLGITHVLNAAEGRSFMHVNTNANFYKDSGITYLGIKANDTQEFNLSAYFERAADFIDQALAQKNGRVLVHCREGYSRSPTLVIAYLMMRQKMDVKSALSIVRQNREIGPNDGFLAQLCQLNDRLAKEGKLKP
Rv3671c inh: Rv3671c serine protease inhibitors, primary screen, biochemical, fluorescence polarization, M. tuberculosis H37Rv | P9WHR9 | inhibition, % at 5.96 µM | 0.048% of 320,000 active | AID 2606, 2010; in the data active = inhibition above about 38%;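 also: extracellular domain of Rv3671c used as enzyme; 0% = enzyme with DMSO and 100% = no enzyme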
SARS 3CLpro inh: SARS-CoV 3CLpro protease inhibitors, primary screen, biochemical, quenched FRET | Replicase polyprotein 1ab (Severe acute respiratory syndrome coronavirus), P0C6X7 | 0.14% of 290,000 active | AID 1706, 2009 | recombinant SARS-CoV 3CLpro, quenched FRET peptide cleavage | inhibition, % at 6 µM; in the data active = inhibition above about 12%
Anthrax LF inh2: Bacillus anthracis LF protease inhibitors, primary screen, biochemical, multiplex microsphere, MLPCN library | Lethal factor (Bacillus anthracis), P15917 | multiplex microsphere protease cleavage assay | inhibition, % at 10 µM | 0.12% of 360,000 active | AID 588501, 2011; also: plate controls were buffer without enzyme for full effect and enzyme alone for no effect
Target sequence (P15917 whole entry, looked up): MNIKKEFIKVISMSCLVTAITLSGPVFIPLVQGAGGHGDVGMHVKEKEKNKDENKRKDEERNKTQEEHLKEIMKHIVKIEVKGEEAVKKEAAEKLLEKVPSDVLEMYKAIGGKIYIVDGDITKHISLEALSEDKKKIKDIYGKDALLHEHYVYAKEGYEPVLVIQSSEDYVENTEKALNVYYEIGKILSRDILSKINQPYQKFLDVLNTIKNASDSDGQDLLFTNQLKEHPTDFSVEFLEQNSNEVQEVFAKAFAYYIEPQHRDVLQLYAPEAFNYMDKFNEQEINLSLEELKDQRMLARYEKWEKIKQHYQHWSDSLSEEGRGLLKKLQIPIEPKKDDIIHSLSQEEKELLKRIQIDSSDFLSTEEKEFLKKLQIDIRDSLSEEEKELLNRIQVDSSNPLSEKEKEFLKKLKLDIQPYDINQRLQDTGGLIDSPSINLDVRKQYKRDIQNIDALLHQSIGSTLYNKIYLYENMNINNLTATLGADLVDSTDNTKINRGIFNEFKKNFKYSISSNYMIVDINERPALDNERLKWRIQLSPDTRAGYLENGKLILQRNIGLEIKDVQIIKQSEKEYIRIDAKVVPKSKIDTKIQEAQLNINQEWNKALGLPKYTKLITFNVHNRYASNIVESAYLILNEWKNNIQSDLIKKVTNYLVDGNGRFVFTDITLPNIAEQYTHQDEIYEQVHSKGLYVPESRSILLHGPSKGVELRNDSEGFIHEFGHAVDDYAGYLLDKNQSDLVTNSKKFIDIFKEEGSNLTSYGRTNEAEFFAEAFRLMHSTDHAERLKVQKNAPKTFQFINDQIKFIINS
BoNT F protease: BoNT/F light chain protease inhibitors, primary screen, biochemical, flow cytometry, MLPCN library | Botulinum neurotoxin type F light chain protease (Clostridium botulinum) | Multiplex microsphere protease cleavage assay | inhibition, % at 10 µM | 0.22% of 360,000 active | AID 588497, 2011; in the data active = inhibition above about 35%, passing the limit was not always enough; inconclusive = no clear call, values can overlap the other calls; also: plate controls were buffer without enzyme for full effect and enzyme alone for no effect
CCHF vOTU inh: CCHFV vOTU protease inhibitors, primary screen, biochemical, Pep-AMC substrate, fluorescence; Crimean-Congo hemorrhagic fever virus L polyprotein viral ovarian tumor (vOTU) protease …; inhibition, % at 11.5 µM; 0.55% of 370,000 active; in the data active = inhibition above about 30%; also: 0% = vehicle wells with enzyme and 100% = no enzyme wells
The depositor's hits bear a star; i = inactive; u = inconclusive; x = not tested or not shown. Rule as the data show it, unless noted: active = inhibition above about 30%; inconclusive = no clear call, values can overlap the other calls; inactive = below that.

SMILES | PrPC surface inh | BoNT-A LC inh2 | MazF activator | PriA SSB inh | DUSP3 inh | Rv3671c inh | SARS 3CLpro inh | Anthrax LF inh2 | BoNT F protease | CCHF vOTU inh
COc1ccc(CN2CCCC(C(=O)Nc3cccc(-n4cccn4)c3)C2)c(F)c1 (centres undefined) | -2 | 1.2 | -7 | -10 | 15 | -7 | 4 | -1 | -5 | 12
Nc1ccn(CC(=O)N2CCN(c3ccccn3)CC2)c(=O)n1 | 4 | 0.6 | 10 | -11 | x | -9 | x | 4 | -5 | 12
COc1ccc(CCNC(=O)CC2SC(=Nc3cc(C)cc(C)c3)NC2=O)cc1OC (centres undefined) | -7 | -0.7 | 3 | -4 | -8 | 8 | 5 | -3 | -9 | 9
Cc1ccc(C(=O)N2CCCCC2C(=O)O)o1 (centres undefined) | 6 | -1.1 | 8 | 12 | 16 | -6 | -2 | 6 | -3 | -5
COc1ccc(NC(=O)c2cc(-c3ccccc3)nc3c2c(C)nn3-c2ccccc2)c(OC)c1 | 13 | -0.2 | 2 | -3 | 10 | -4 | -2 | 1 | -3 | -20
COc1ccc(-c2c(-c3ccc(OC)cc3O)nc(C)nc2C(F)(F)F)cc1 | -5 | -1.5 | 3 | -2 | -29 | 4 | 1 | -2 | 17 | 3
Cc1ccc(OCCCC(=O)Nc2cc(Cl)ccc2-n2cncn2)cc1 | 4 | -6.2 | 4 | -3 | x | 8 | x | u | -5 | 12
COc1ccc(S(=O)(=O)NCC2CCCN(C(=O)CCSC)C2)cc1 (centres undefined) | -4 | -2.3 | 10 | -3 | -18 | 4 | 0 | 6 | -32 | -6
Cc1cc(F)ccc1NC(=O)c1ccc(NS(=O)(=O)c2cc(C(C)(C)C)ccc2C)cc1 | 5 | 0.9 | -1 | 16 | -10 | -44 | -2 | -1 | -5 | 10
COC(=O)c1ccc(Oc2c(C)oc3c(CN4CCN(C)CC4)c(O)ccc3c2=O)cc1 | -1 | -1.1 | 1 | -10 | -18 | 0 | -4 | -1 | -8 | -236
COc1cc(C(=S)N2CCCCC2)ccc1OCC(=O)N1CCCC1 | -5 | 0.5 | 5 | -9 | -1 | 6 | 5 | -5 | 14 | -14
O=C(Nc1ccccc1)c1cccc(S(=O)(=O)NC2CCCC2)c1 | 7 | 0.4 | 0 | -8 | -9 | 1 | 0 | 0 | 4 | 14

Continued (2 carried over from the part before).
SMILES | PrPC surface inh | BoNT-A LC inh2 | MazF activator | PriA SSB inh | DUSP3 inh | Rv3671c inh | SARS 3CLpro inh | Anthrax LF inh2 | BoNT F protease | CCHF vOTU inh
COc1cc(C(=S)N2CCCCC2)ccc1OCC(=O)N1CCCC1 | -5 | 0.5 | 5 | -9 | -1 | 6 | 5 | -5 | 14 | -14
O=C(Nc1ccccc1)c1cccc(S(=O)(=O)NC2CCCC2)c1 | 7 | 0.4 | 0 | -8 | -9 | 1 | 0 | 0 | 4 | 14
COc1ccc(CC(N)c2csc(Nc3cc(Oc4ccccc4)ncn3)n2)cc1 (centres undefined) | 13 | 0.0 | x | x | x | x | x | -3 | -17 | 6
Cn1c(SCc2cccc([N+](=O)[O-])c2)nc2c(c1=O)SCC2 | 3 | -0.4 | -1 | 9 | 17 | 6 | 5 | -1 | -4 | 12
CN(Cc1ccc(F)cc1)C(=O)COc1ccc2ccccc2c1 | -8 | -2.1 | 0 | -21 | 31 | -4 | 4 | 1 | -7 | 11
COc1cccc2cc(NC(=O)C3CCCCC3)c(=O)oc12 | 4 | u | 6 | -13 | 6 | -1 | -2 | 0 | 5 | -9
Cc1cc(C(=O)OCC(=O)Nc2ccc(F)c(F)c2)c(C)o1 | 8 | -1.7 | -3 | -1 | 3 | -9 | 4 | -3 | -4 | -8
C=CCN1C(=O)C(C)(C)Nc2ccccc21 | -2 | u | -2 | 0 | 31 | 4 | -3 | 3 | 1 | -5
O=C(CSCc1nc2scc(-c3cccs3)c2c(=O)[nH]1)Nc1ccccn1 | 2 | 2.3 | -6 | -4 | 24 | -2 | -1 | -1 | -2 | 11
O=C(Oc1ccccc1N1C(=O)C2CCCCC2C1=O)c1ccccc1F (centres undefined) | 1 | 0.1 | 6 | -9 | 5 | -1 | -1 | 0 | 7 | -5
CCCCN(C(=O)c1cccc(S(=O)(=O)N2CCOCC2)c1)c1c(N)n(CCC)c(=O)[nH]c1=O | -1 | -0.1 | 6 | -6 | 17 | -16 | -1 | -2 | -1 | 3
Cc1ccc(C)c(NC(=O)CN(C)C(=O)COc2cccc3c2OC(C)(C)C3)c1 | 1 | 1.0 | 5 | -5 | x | -9 | x | 2 | -1 | 5
Cc1ccc(-c2csc(C(O)c3ccc(F)cc3)n2)cc1C (centres undefined) | 8 | 0.2 | x | x | x | x | x | 4 | 4 | 14
CCN(CC(=O)Nc1c(F)cccc1F)C(=O)CSCC(=O)Nc1cccc(C)c1 | 4 | 0.7 | -4 | 2 | x | 16 | x | -4 | -2 | 23

Taken from above.
O=C(CSCc1nc2scc(-c3cccs3)c2c(=O)[nH]1)Nc1ccccn1 in CCHF vOTU inh = 11
COc1ccc(CC(N)c2csc(Nc3cc(Oc4ccccc4)ncn3)n2)cc1 (centres undefined) in BoNT F protease = -17

The list continues.
SMILES | PrPC surface inh | BoNT-A LC inh2 | MazF activator | PriA SSB inh | DUSP3 inh | Rv3671c inh | SARS 3CLpro inh | Anthrax LF inh2 | BoNT F protease | CCHF vOTU inh
CC(=O)Nc1ccc(S(=O)(=O)N2c3ccccc3C(C)=CC2(C)C)cc1 | 12 | -0.2 | 1 | 3 | 21 | 2 | 3 | -1 | 0 | -7
Cc1ccc(C2=CC(c3cccs3)n3nnnc3N2)cc1 (centres undefined) | -1 | 1.3 | -28 | -11 | 3 | -1 | 3 | 4 | 15 | 5
CCOC(=O)C1=C(N)N(c2ccc(C)cc2)C2=C(C(=O)CCC2)C1c1cccs1 (centres undefined) | 1 | -1.1 | 7 | -4 | -4 | -7 | 5 | -3 | -7 | 13
C/C(=N\NC(=O)c1csc2ccccc12)c1ccc(O)cc1 | 5 | 0.2 | 2 | x | -12 | -12 | 3 | 1 | -24 | 4
COc1ccc2oc(=O)c(/C(N)=N/NC(=O)c3ccncc3)cc2c1 | 6 | 0.3 | -42 | i | 12 | 1 | 4 | 7 | -3 | -9
CCCCn1c(SCC(=O)NCc2cccs2)nc2c1c(=O)n(C)c(=O)n2C | 2 | 0.2 | 6 | -9 | 11 | 2 | -2 | 3 | 2 | -11
CC(=O)N/C(=C/c1ccc2c(c1)OCO2)C(=O)N1CCOCC1 | 4 | 2.0 | 1 | -13 | 6 | 3 | -6 | 21 | -2 | 4
O=C(O)c1cc(S(=O)(=O)N2CCCCCC2)ccc1Cl | 22 | -0.6 | -4 | 8 | 19 | -3 | 4 | -1 | -2 | -4
O=S(=O)(NNC(=S)NCC1CCCO1)c1cc(Cl)ccc1Cl (centres undefined) | 7 | 2.5 | -4 | 7 | 6 | 1 | -4 | 1 | 6 | 6
CCOC(=O)N1CCC2(CC1)C(C#N)=C(N)OC1=C2C(=O)CCC1 | 7 | -0.6 | 8 | -5 | 13 | -7 | 0 | -4 | -4 | -9
O=S(=O)(c1ccccc1)N(c1ccccc1)S(=O)(=O)c1ccccc1 | -3 | -0.7 | 2 | -5 | x | x | x | -2 | -7 | 13
COc1ccccc1C(=O)N1c2ccccc2Sc2ccccc21 | 8 | -1.0 | -4 | 2 | -4 | -13 | 2 | 4 | 0 | -17
CCOC(=O)c1ccc(Oc2nc(SC)nc(N(C)C)n2)cc1 | -7 | -0.7 | -3 | -17 | 7 | -7 | 0 | -6 | 5 | 4
CCO[C@H]1OC(C(N)=O)=C[C@@H](C2CCCCC2)[C@@H]1CCCO | 1 | -0.2 | 12 | 4 | 18 | 1 | 0 | -2 | -12 | -1
COc1ccc2[nH]c(C(=O)N3CCC(CO)(Cc4cccc(C(F)(F)F)c4)CC3)c(C)c2c1 | 6 | -1.9 | -6 | -2 | -6 | 0 | -1 | 7 | u | 3
O=C(/C=C/c1ccc(S(=O)(=O)N2CCOCC2)cc1)N1CCN(c2ccc(F)cc2)CC1 | -2 | x | -13 | 1 | 0 | 1 | -3 | x | x | -2
COC(=O)Nc1nc2c(s1)CCCC2 | 3 | 0.6 | 7 | -9 | 21 | 2 | 0 | -1 | 5 | -2
O=C(Nc1cccc(S(=O)(=O)NC2=NCCCCC2)c1)C1COc2ccccc2O1 (centres undefined) | 3 | 0.7 | 2 | 3 | 36 | 3 | -1 | -2 | -9 | 8
Oc1cncc(Cc2ccccc2)c1 | 6 | u | -13 | 9 | -3 | 1 | -1 | -4 | u | -10
O=c1c2[nH]c3ccccc3c2nc2n1CCCS2 | -3 | 0.1 | 1 | -7 | 21 | 4 | 0 | 1 | -1 | -2
COc1cc(C(C(=O)NC2CCCCC2)N(Cc2cccs2)C(=O)Cc2c[nH]c3ccccc23)cc(OC)c1OC (centres undefined) | 3 | -2.7 | -3 | 2 | 25 | -3 | -4 | -2 | -4 | 3
CCCCn1c(C)nc2cc(S(=O)(=O)N3CCOCC3)ccc21 | -3 | -1.0 | 4 | 8 | x | -3 | x | 0 | -21 | -1
COc1ccc(C(O)(CCc2ccccc2)CCN2CCCCC2)cc1 (centres undefined) | -5 | -0.9 | 15 | 0 | 4 | 4 | -5 | 2 | 2 | -12
CCc1nnc(NC(=O)C(C)C)s1 | 2 | -0.1 | -9 | -5 | 16 | 2 | -2 | 0 | 0 | 6

Shown tab-delimited: part of the list above
molecule	PrPC surface inh	BoNT-A LC inh2	MazF activator	PriA SSB inh	DUSP3 inh	Rv3671c inh	SARS 3CLpro inh	Anthrax LF inh2	BoNT F protease	CCHF vOTU inh
COc1ccc(CN2CCCC(C(=O)Nc3cccc(-n4cccn4)c3)C2)c(F)c1 (centres undefined)	-2	1.2	-7	-10	15	-7	4	-1	-5	12
Nc1ccn(CC(=O)N2CCN(c3ccccn3)CC2)c(=O)n1	4	0.6	10	-11	x	-9	x	4	-5	12
COc1ccc(CCNC(=O)CC2SC(=Nc3cc(C)cc(C)c3)NC2=O)cc1OC (centres undefined)	-7	-0.7	3	-4	-8	8	5	-3	-9	9
Cc1ccc(C(=O)N2CCCCC2C(=O)O)o1 (centres undefined)	6	-1.1	8	12	16	-6	-2	6	-3	-5
COc1ccc(NC(=O)c2cc(-c3ccccc3)nc3c2c(C)nn3-c2ccccc2)c(OC)c1	13	-0.2	2	-3	10	-4	-2	1	-3	-20
COc1ccc(-c2c(-c3ccc(OC)cc3O)nc(C)nc2C(F)(F)F)cc1	-5	-1.5	3	-2	-29	4	1	-2	17	3
Cc1ccc(OCCCC(=O)Nc2cc(Cl)ccc2-n2cncn2)cc1	4	-6.2	4	-3	x	8	x	u	-5	12
COc1ccc(S(=O)(=O)NCC2CCCN(C(=O)CCSC)C2)cc1 (centres undefined)	-4	-2.3	10	-3	-18	4	0	6	-32	-6
Cc1cc(F)ccc1NC(=O)c1ccc(NS(=O)(=O)c2cc(C(C)(C)C)ccc2C)cc1	5	0.9	-1	16	-10	-44	-2	-1	-5	10
COC(=O)c1ccc(Oc2c(C)oc3c(CN4CCN(C)CC4)c(O)ccc3c2=O)cc1	-1	-1.1	1	-10	-18	0	-4	-1	-8	-236
COc1cc(C(=S)N2CCCCC2)ccc1OCC(=O)N1CCCC1	-5	0.5	5	-9	-1	6	5	-5	14	-14

Screening results: PubChem, several laboratories

Some of the compounds tested; rates above refer to the full screens.
